E coli RNAP = E. coli RNAP inhibitors, biochemical. hit rate 0.2% among 62,000. inhibition, %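 (tested at 10 µM)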. E. coli RNA polymerase, fluorescence transcription assay; in the data active = inhibition above about 20%;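 note: 0% = enzyme without compound and 100% = no enzyme blank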
Target sequence (P0A8V2 whole entry, looked up): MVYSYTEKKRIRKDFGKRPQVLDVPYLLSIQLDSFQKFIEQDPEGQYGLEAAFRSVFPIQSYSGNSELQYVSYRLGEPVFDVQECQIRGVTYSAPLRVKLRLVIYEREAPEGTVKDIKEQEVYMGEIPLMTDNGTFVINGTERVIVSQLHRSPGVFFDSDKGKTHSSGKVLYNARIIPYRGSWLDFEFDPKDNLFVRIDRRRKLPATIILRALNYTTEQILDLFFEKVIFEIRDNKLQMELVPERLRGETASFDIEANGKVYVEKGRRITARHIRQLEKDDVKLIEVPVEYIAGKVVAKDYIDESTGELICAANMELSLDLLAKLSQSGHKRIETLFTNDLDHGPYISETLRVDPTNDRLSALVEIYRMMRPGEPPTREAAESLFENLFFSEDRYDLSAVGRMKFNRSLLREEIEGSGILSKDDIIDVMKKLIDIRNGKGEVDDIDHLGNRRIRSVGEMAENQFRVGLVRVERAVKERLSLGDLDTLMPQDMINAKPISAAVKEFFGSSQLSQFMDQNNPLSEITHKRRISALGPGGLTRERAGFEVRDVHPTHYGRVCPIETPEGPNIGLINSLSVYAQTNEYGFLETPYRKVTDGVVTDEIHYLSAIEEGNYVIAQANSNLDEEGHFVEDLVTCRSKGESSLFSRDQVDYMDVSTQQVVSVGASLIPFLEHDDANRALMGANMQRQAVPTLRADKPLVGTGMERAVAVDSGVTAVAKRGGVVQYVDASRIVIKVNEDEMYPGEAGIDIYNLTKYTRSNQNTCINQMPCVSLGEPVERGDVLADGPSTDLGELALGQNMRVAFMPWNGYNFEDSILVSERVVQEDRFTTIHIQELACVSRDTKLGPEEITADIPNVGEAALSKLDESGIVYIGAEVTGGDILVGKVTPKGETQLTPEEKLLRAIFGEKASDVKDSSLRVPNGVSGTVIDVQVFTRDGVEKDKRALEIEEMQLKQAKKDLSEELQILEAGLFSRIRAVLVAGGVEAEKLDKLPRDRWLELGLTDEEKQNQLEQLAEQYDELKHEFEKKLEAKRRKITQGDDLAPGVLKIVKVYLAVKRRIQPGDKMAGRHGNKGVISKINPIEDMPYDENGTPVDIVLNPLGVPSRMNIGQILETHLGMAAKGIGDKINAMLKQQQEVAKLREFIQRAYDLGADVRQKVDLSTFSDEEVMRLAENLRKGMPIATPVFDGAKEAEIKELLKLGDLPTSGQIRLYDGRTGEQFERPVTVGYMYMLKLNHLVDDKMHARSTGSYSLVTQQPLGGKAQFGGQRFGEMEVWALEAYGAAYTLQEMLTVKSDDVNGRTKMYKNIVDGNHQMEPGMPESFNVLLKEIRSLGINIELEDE
D1 mod = D1 CRE-luciferase signal change, two-sided – cell-based, HEK293 D1, dopamine EC30, D1 allosteric modulator project, primary screen | B-score at 10 µM | hit rate 5.9% among 58,000 | dopamine EC30 potentiation; actives deviate in either direction | D(1A) dopamine receptor (Homo sapiens), P21728 | AID 641, 2007;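 active = luminescence count or its row- and column-corrected plate score outside the 99.7% band of the plate's sample wells, on either side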
MKP-1 inh = MKP-1 phosphatase inhibitors, primary screen, biochemical, in vitro. inhibition, %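 (compounds tested at a single concentration somewhere between 10 and 100 µM)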. hit rate 0.15% among 65,000. Dual specificity protein phosphatase 1 (Homo sapiens), P28562. recombinant MKP-1, OMFP hydrolysis fluorescence;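 active = inhibition above about 50%, limit read from the data; inconclusive = inhibition over screen mean plus 3 SD, below that limit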;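 note: 0% = DMSO max control wells and 100% = wells with enzyme stopped by NaOH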
Cdc25B block = inhibitors of Cdc25B phosphatase catalytic domain, primary screen, biochemical, OMFP fluorescence; hit rate 0.1% among 65,000; recombinant Cdc25B, OMFP fluorescence Ex485/Em525; inhibition, %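 (compounds tested at 10 µM final in the well)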; M-phase inducer phosphatase 2 (Homo sapiens), P30305; in the data active = inhibition above about 50%
AP complement = alternative complement pathway inhibitors, primary screen, biochemical, ELISA, human serum, orthogonally pooled compounds | inhibition, % at 5 µM | hit rate 0.08% among 62,000 | LPS-coated ELISA, C3 deposition; tested in compound mixtures | AID 1235, 2008;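 active = inhibition above 30% in each of the two pooled mixtures holding the compound, so the lower value exceeds 30%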;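 note: 0% = serum in Mg-EGTA without compound and 100% = EDTA serum blank; some compounds past the cut are filed as inactive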
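Medium: diluted human serum in Mg2+-EGTA GVB++. Assay system: human serum complement alternative pathway, C3 deposition onto LPS. Also added: Plate-bound LPS. Technique: Anti-C3 ELISA, OD 450 nm. Measure: percent inhibition. Incubation: 1 h at 37 °C. Dosing: 5 µM each compound, pools of ten, 50 µM per pool.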
CatB mix inh = cathepsin B inhibitors from pooled compounds, primary screen, biochemical, compound mixtures, AMC fluorescence; P07858; Purified cathepsin B, AMC dipeptide fluorescence; inhibition, %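 (ten-compound pools at 5 µM per compound and 50 µM total)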; hit rate 0.06% among 62,000; in the data active = inhibition above about 22%, passing the limit was not always enough; inconclusive = no clear call, values can overlap the other calls;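 note: 0% = enzyme without compound and 100% = no enzyme blank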
Hsp90 block = tumor Hsp90 inhibitors, primary screen, cell lysate, fluorescence polarization, NCI-N417 lysate; AID 429, 2006; inhibition, % at 30 µM; Heat shock protein HSP 90-alpha (Homo sapiens), P07900; hit rate 0.35% among 64,000; Cy3B-geldanamycin FP displacement;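 active = inhibition above 50%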;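 note: 0% = tracer plus lysate wells and 100% = tracer alone without lysate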
CatB inh = human cathepsin B inhibitors, primary screen, biochemical, fluorogenic substrate. purified cathepsin B, fluorescence. inhibition, %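 (tested at 10 µM)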. hit rate 0.1% among 63,000; in the data active = inhibition above about 21%;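 note: 0% = enzyme with no compound and 100% = no enzyme blank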
Ecoli tolC = growth inhibitors of E. coli tolC mutant, primary screen, strain BW25113 ΔtolC::kan, 384-well | OD615 | growth inhibition, % at 10 µM (by protocol) | hit rate 2.2% among 65,000 | AID 573, 2007;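 active = growth inhibition at or above a cutoff equal to the mean over every tested compound plus 3 SD, cut at about 60% in these data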;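 note: growth measured after 20 h incubation at 37 °C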
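Test system: E. coli BW25113 ΔtolC::kan bacteria; incubation: 37 °C, 20 h exposure; medium: LB broth supplemented with 50 µg/mL kanamycin; read-out basis: percent growth inhibition; signal: A615 absorbance measurement; compound: 10 µM final, single dose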
Active calls of the source: *; ? = inconclusive; . = not tested or not shown.

Compound	E coli RNAP	D1 mod	MKP-1 inh	Cdc25B block	AP complement	CatB mix inh	Hsp90 block	CatB inh	Ecoli tolC
Cc1cnnc2c1-c1nonc1CC2	9	-0.21	-7	-12	9	2	-5	5	-16
Cc1cc(C)c(S(=O)(=O)N(CC(=O)O)C2CCCCC2)c(C)c1	0	-0.054	12	-4	7	2	1	0	15
C=CCn1c(SCC(=O)c2cccs2)nc2sc(C)cc2c1=O	.	.	2	0	.	.	-3	.	5
Cc1cc(N2CCN(C)CC2)nc2ccc(NC(=O)c3ccc4c(c3)OCO4)cc12	14	.	.	.	3	2	.	1	6
COc1ccccc1-c1nnc(NC(=O)OCC(C)C)s1	1	-0.047	-21	-14	19	7	-2	-2	18
COc1ccc(N2CCN(C(CNC(=O)c3cccc(Cl)c3)c3cccnc3)CC2)cc1 (stereo not drawn)	9	-0.92	-14	4	-3	4	-4	4	-2
CCCCC(CC)CNC(=O)CN(C)S(=O)(=O)c1cccc2nsnc12 (stereo not drawn)	-4	0.57	6	-10	20	2	-4	-3	26
CCn1c(SCC(=O)NC(C)(C)C)nc(O)cc1=O	.	0.93	-12	1	6	0	-1	2	-16
O=C(CN1C(=O)c2ccccc2S1(=O)=O)N1CCN(Cc2ccc3c(c2)OCO3)CC1	10	0.47	3	-3	-26	0	0	5	15
c1ccc2c(c1)CCCN2Cc1nnnn1C1CCCC1	-4	-0.84	-16	-8	-9	-1	-2	3	3
N#CC(C#N)C(c1ccsc1)c1c(-c2ccccc2)[nH][nH]c1=O (stereo not drawn)	11	.	-19	-9	.	.	1	3	1
COc1ccc(OC)c(NC(=O)[C@H]2CC=CC[C@H]2C(=O)O)c1	7	0.26	-16	-3	1	7	6	0	-29
O=C(CSc1nc(-c2ccc(F)cc2)cs1)N1CCOCC1	-6	0.2	-6	-6	6	-4	1	-2	0
O=C(Nc1ccc(N2CCN(C(=O)c3ccccc3)CC2)cc1)c1cc2ccccc2o1	5	-1.9	4	-7	-6	-2	-2	5	19
O=C(NCc1ccc2c(c1)OCO2)c1nn(-c2ccccc2)c(=O)c2ccccc12	7	0.84	16	8	1	-3	-2	-7	21
O=C(Nc1ccccc1)C1CC(=O)N(C2CCCCC2)C1 (stereo not drawn)	2	0.11	1	-4	15	5	-1	-8	-1
NC(=O)c1cc(-c2ccccc2)nc(Oc2ccccc2)n1	9	8.9*	-14	11	-9	3	-2	8	9
Cc1ccc(-n2ncc3c(NCc4ccccc4)ncnc32)cc1	3	-0.51	-8	6	9	4	-1	2	-16
COc1ccc(NC(=O)C2CCN(C(=O)c3ccccc3)CC2)cc1OC	-3	-0.67	11	-7	20	2	-1	-2	-6
CCNc1nc(N)nc(Oc2ccc(OCC)nn2)n1	16	-0.17	2	-10	3	3	-6	3	-8
CCCOC(=O)C1=C(C)NC2=C(C(=O)CCC2)C1c1cccs1 (stereo not drawn)	10	.	9	5	11	4	-1	4	5
O=C(CCS(=O)(=O)c1cc(Br)cc2c1N(C(=O)C1CC1)CC2)NCC1CCCO1 (stereo not drawn)	3	-0.14	-12	-18	-10	1	-3	8	-19
O=C(c1ccc(CNS(=O)(=O)c2cccc(C(F)(F)F)c2)cc1)N1CCOCC1	11	-0.55	4	2	6	5	-4	-3	-15
OCCN(Cc1ccccc1)Cc1ccccc1Cl	3	-0.029	-12	-10	19	0	0	.	5
COc1ccc(OC)c(S(=O)(=O)N2Cc3ccccc3CC2C(=O)O)c1 (stereo not drawn)	6	-0.5	17	0	-9	-6	-10	-1	4
Cc1cc(NC(=O)C2CCN(S(=O)(=O)c3cnc[nH]3)CC2)ccc1Br	2	-0.94	1	21	19	3	0	-3	8
Cc1noc(C)c1CSc1nnc(-c2cccnc2)n1C1CCCCC1C (stereo not drawn)	-10	0.034	26	-7	-4	0	1	1	10
CC1=C(C(=O)OC(C)C)C(c2ccccc2Cl)CC(=O)N1 (stereo not drawn)	9	0.0045	8	-13	-3	2	-3	-1	22
CC(C)OC(=O)c1cccnc1SCc1cc(=O)n2ccccc2n1	-5	3.7	-6	-3	2	-5	2	-3	17
CCCCCCP(=O)(O)c1ccccc1	0	0.87	1	-5	10	-1	-2	-5	-16
NC(=O)c1nsnc1-c1ccccc1O	-2	-0.57	-1	-11	-13	-10	-3	10	-27
O=C(CS(=O)(=O)Cc1ccccc1)Nc1nc2c(s1)CCCC2	-1	1.1	8	-1	14	6	-7	-6	26
Cc1cc(C)n2nc(CC(=O)NC3CCCCCCC3)nc2n1	-4	-1.3	-3	-5	-8	-2	0	-1	-4
Cc1c(CNC(=O)c2nn3c(c2Cl)NC(c2ccccc2)CC3C(F)(F)F)cnn1C (stereo not drawn)	7	-0.12	-13	-16	-2	1	-2	0	12
COc1cccc(OC)c1C(=O)Nc1cc(Cl)ccc1N1CCOCC1	8	-0.017	11	-12	9	2	-4	-1	4
CCN(CC)C(=O)Cn1c(=O)n(Cc2ccccc2Cl)c2c1c(=O)n(C)c(=O)n2C	6	1.9	12	-12	3	3	-4	5	10
Cc1cc(Nc2ccccc2)n(-c2ccccc2)n1	8	3.7	5	-9	4	-12	1	1	12
CCOc1ccc(NC(=O)CSc2nnc(-c3ccccc3)n2N)cc1	10	.	7	-11	14	2	.	4	9
NC(=O)c1ccccc1NC(=O)CCCN1C(=O)CCC1=O	7	-0.013	-1	-4	2	3	0	5	-21
COc1ccccc1C(=O)N1CCCN(C(=O)c2ccccc2OC)CC1	5	-0.72	8	-8	-3	-6	-6	-1	-12

Entries of single compounds, quoted from the list. Values in the order: E coli RNAP | D1 mod | MKP-1 inh | Cdc25B block | AP complement | CatB mix inh | Hsp90 block | CatB inh | Ecoli tolC
Profile of NC(=O)c1nsnc1-c1ccccc1O : -2 | -0.57 | -1 | -11 | -13 | -10 | -3 | 10 | -27
Profile of O=C(CS(=O)(=O)Cc1ccccc1)Nc1nc2c(s1)CCCC2 : -1 | 1.1 | 8 | -1 | 14 | 6 | -7 | -6 | 26
Profile of NC(=O)c1ccccc1NC(=O)CCCN1C(=O)CCC1=O : 7 | -0.013 | -1 | -4 | 2 | 3 | 0 | 5 | -21
Profile of COc1ccccc1C(=O)N1CCCN(C(=O)c2ccccc2OC)CC1 : 5 | -0.72 | 8 | -8 | -3 | -6 | -6 | -1 | -12
Profile of Cc1cc(Nc2ccccc2)n(-c2ccccc2)n1 : 8 | 3.7 | 5 | -9 | 4 | -12 | 1 | 1 | 12

Following part.
Compound	E coli RNAP	D1 mod	MKP-1 inh	Cdc25B block	AP complement	CatB mix inh	Hsp90 block	CatB inh	Ecoli tolC
Cc1ccc(C)c(OCc2nc(-c3cccnc3)no2)c1	2	0.14	-12	-8	-2	-1	-4	1	14
CCNC(=O)N1CCNC(=O)C1CC(=O)OC (stereo not drawn)	6	0.15	-4	-4	-5	3	-2	5	-6
O=c1cc(N2CCOCC2)[nH]c(=O)n1-c1ccc(Cl)cc1	4	-0.45	10	-5	5	4	1	3	-8
CCCCn1c(CN2CCN(c3cccc(Cl)c3)CC2)nc2c1c(=O)n(C)c(=O)n2C	11	-2.9*	25	2	2	6	-1	0	31
CC1CCCC(C)N1C(=O)CSc1nnc(NC(=O)Cc2cccs2)s1 (stereo not drawn)	9	0.29	-9	-5	2	2	-4	4	15
COc1cc(OC)c(C(=O)NC2CC(C)(C)NC(C)(C)C2)cc1OC	10	-0.071	26	3	4	2	-1	3	-13
O=C(CCN1C(=O)c2ccccc2C1=O)Nn1cnnc1	1	0.15	3	-2	7	-1	-4	-2	-3
CCOC(=O)c1cc2c(=O)n3ccccc3nc2n(Cc2ccccc2)c1=N	-2	-0.68	-5	-7	-6	-12	-4	-8	24
Cc1csc2ncc(C(=O)N3CCc4ccccc43)c(=O)n12	8	0.55	6	-3	6	3	-5	7	-5
Cc1oc2c(CN3CCCC3)c(O)ccc2c(=O)c1-c1ccc(Br)cc1	-16	.	11	-9	8	-3	0	-2	77*
Cn1c(=O)cc(SCC(=O)NCC2CCCO2)c2ccccc21 (stereo not drawn)	0	-0.53	26	-5	2	-4	1	-1	-10
O=C(CSc1nnc(-c2csc3c2CCCC3)o1)Nc1ccccc1	7	-2.3*	12	-8	8	-1	-4	-1	43
CCn1c2ccccc2c2cc(NC(=O)Cc3ccc(S(=O)(=O)N4CCOCC4)s3)ccc21	9	-0.47	?	5	6	8	-10	-3	22
CC1CCCCC1NC(=O)c1nnc(Cc2ccc(Cl)cc2)o1 (stereo not drawn)	5	0.41	-3	0	21	2	-4	5	9
O=C(O)c1cc2n(n1)C(C(F)(F)F)CC(c1ccccc1)N2 (stereo not drawn)	12	.	-18	-23	.	.	-7	3	10
CC1(NC(=O)N2CCCCC2)CCS(=O)(=O)C1 (stereo not drawn)	-2	-0.13	7	-3	5	2	2	-1	-12
CC(C(=O)NC1CCCc2ccccc21)N1CCN(Cc2ccc3c(c2)OCO3)CC1 (stereo not drawn)	8	0.54	24	-1	0	-3	-3	4	-7
CC(=O)N1CCN(c2ccc(NCc3ccc(F)cc3)cc2)CC1	-1	-0.17	1	0	6	-1	0	3	-10
O=C(OCc1cc2ccccc2[nH]c1=O)c1ccccn1	10	-0.015	-18	-10	23	2	0	0	-4
COc1ccc(-n2c(Cc3cccn3C)nnc2SCC(=O)N2CCOCC2)cc1	3	-0.038	14	-11	8	0	-2	1	-12
